GPR55 beta-arrestin – GPR55 agonists via beta-arrestin recruitment, primary screen, imaging, U2OS cells, beta-arrestin-GFP redistribution (AID 1961); U2OS GPR55 beta-arrestin-GFP redistribution imaging; higher % means a stronger effect; one-dose activation, % at 10 µM; EC50 in µM for titrated hits; actives 0.048% (n = 290,000);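 active means activation above 40% with more than 50 cells counted in the well; inconclusive means wells holding fewer than 50 cells, flagged as toxic or sparse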;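 further: U2OS osteosarcoma cells stably expressing GPR55 and beta-arrestin-GFP; plate controls were DMSO negative control for no effect and LPI positive control for full effect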
GPR35 antagonists – inhibition of zaprinast-stimulated GPR35 beta-arrestin translocation – imaging, U2OS, beta-arrestin-GFP, zaprinast agonist, primary screen (AID 2058). U2OS GPR35 beta-arrestin-GFP translocation imaging, zaprinast antagonism; higher % means a stronger effect. inhibition, % at 10 µM, or IC50 in µM where a hit was titrated. actives 0.052% (n = 290,000);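 active means inhibition of at least 50% with at least 30 cells and total cytoplasm GFP at most 10,000,000; inconclusive means under 30 cells or total GFP of 10,000,000 plus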
LYP phosphatase – inhibitors of LYP phosphatase, biochemical, fluorescence intensity, uHTS (AID 1779); recombinant LYP phosphatase, fluorescence intensity; higher % means a stronger effect; actives 0.054% (n = 290,000); inhibition, % at 11.5 µM, or IC50 in µM where a hit was titrated; in the data active means inhibition above about 50%;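 further: plate controls were vehicle with enzyme for no effect and no enzyme for full effect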
GPR55 LPI antagonism – inhibition of LPI-stimulated GPR55 beta-arrestin translocation – imaging, U2OS, beta-arrestin-GFP, LPI agonist, primary screen (AID 2013); U2OS GPR55 beta-arrestin-GFP translocation imaging, LPI antagonism; higher % means a stronger effect; inhibition, % at 10 µM, or IC50 in µM where a hit was titrated; actives 0.13% (n = 290,000);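 active means spots per cell inhibited over 60%, with over 100 cells counted and total cytoplasm intensity under 500,000; inconclusive means wells with under 100 cells, flagged as likely toxic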;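 further: U2OS cells stably carrying GPR55 and arrestin-GFP stimulated by 5 µM LPI near EC80; imaged beta-arrestin-GFP aggregate spots per cell after agonist stimulation; plate controls were LPI-stimulated DMSO wells for no effect and DMSO wells without LPI for full effect; some results filed as inactive read as strong as hits; confirmed hits need IC50 under 10 µM and bright autofluorescent wells are also inconclusive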
SV40 large T antigen – TAg ATPase/helicase activity blockers – biochemical (AID 1903); SV40 large T antigen ATPase/helicase inhibition assay; higher % means a stronger effect; one-dose inhibition, % at 20 µM; IC50 in µM for titrated hits; actives 0.39% (n = 310,000); in the data active means a potency from the dose series; inconclusive means inhibition mostly from about 32% at the one dose, without a potency; inactive means the rest, 99 in 100 with inhibition below about 32%; further: strong numbers were not always called active
T cell modulator – T cell immune modulators affecting CD8 T cell-vesicle binding. 2C CD8+ T cell-vesicle binding, flow cytometry; stronger effect = lower value. calls only at 7 µM. actives 0.068% (n = 330,000). AID 2052;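 active means response, share of CD8 T cells binding vesicles, and their 90th percentile fluorescence all below set limits, cut at about 80% in these data, passing the limit was not always enough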
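Incubation: binding step 1.5 h, 37 °C, antibody labelling 20 min, ice; system: murine 2C transgenic CD8+ T lymphocytes; technique: cytometric PE anti-B7-1 and Alexa647 anti-CD8 signals after 1% paraformaldehyde fixation; also added: QL9-charged Drosophila Ld/ICAM-1/B7-1 vesicles; control set: naked versus QL9-loaded vesicles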
NTR1 agonist – NTR1-driven beta-arrestin-GFP spot formation – imaging, U2OS cells, high content, primary screen (AID 493036). P30989. agonist mode. activation, % at 20 µM. actives 0.17% (n = 330,000);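 active means activation at or above 40% of the spot to cytoplasm intensity ratio, with at least 20 cells analyzed; inconclusive means wells under 20 cells, flagged as cytotoxic or low count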;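 further: 0% = DMSO without peptide and 100% = 100 nM NTR1 peptide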
Target sequence (P30989 whole entry, looked up): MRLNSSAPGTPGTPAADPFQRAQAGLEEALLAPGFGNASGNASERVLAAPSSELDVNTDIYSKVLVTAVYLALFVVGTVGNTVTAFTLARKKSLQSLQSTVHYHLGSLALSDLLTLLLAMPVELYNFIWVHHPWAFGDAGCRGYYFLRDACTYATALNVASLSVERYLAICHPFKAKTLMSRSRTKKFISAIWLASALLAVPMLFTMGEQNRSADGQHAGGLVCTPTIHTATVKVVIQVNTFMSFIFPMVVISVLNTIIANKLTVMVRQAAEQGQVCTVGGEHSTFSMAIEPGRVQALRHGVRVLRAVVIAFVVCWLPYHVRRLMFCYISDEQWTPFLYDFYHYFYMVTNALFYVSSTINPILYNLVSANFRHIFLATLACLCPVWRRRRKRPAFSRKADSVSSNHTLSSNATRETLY
Lipid droplet – hepatic lipid droplet formation modulation | AML12 mouse hepatocytes, oleate lipid droplets, BODIPY imaging | actives 0.4% (n = 240,000) | inhibition, % at 6.5 µM | AID 1656;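 active means lipid droplet intensity inhibited by at least 50%, with more than 500 cells counted; inconclusive means wells with under 300 cells, treated as cytotoxic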
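Test system: AML12 mouse liver cells; schedule: overnight exposure; technique: high-content imaging of BODIPY-stained droplets and DAPI nuclei; read-out: % inhibition of corrected integrated BODIPY droplet signal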
MgcRacGAP inhibition – MgcRacGAP GTPase-activating activity inhibitors, confirmation, biochemical, ADP Hunter fluorescence; AID 624330; actives 0.6% (n = 340,000); MgcRacGAP-stimulated Rac1 GTP hydrolysis, ADP Hunter fluorescence; higher % means a stronger effect; GST-tagged Rac1 F28L mutant substrate; inhibition, % at 30 µM, or IC50 in µM where a hit was titrated;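 active means first-screen hits whose inhibition reached a set limit at any dose in the follow-up dose series; inconclusive means inhibition above the set first-screen limit but never retested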;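 further: fluorescence reports GDP produced by GAP-driven GTP hydrolysis; strong numbers were not always called active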
Lipid droplet cells 6.5 µM – recorded beside Lipid droplet, whose call it bears; cell count; measured here: cell count, cytotoxicity flag;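 cells counted across two imaged fields per well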
T cell modulator vesicle-bound % – also measured in T cell modulator; calls as there; double positive events, %; measured here: CD8+ vesicle-bound cell fraction;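 binding gate set so that unloaded-vesicle control wells show 10% double positive cells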
NTR1 agonist cell count 20 µM – also measured in NTR1 agonist; calls as there; cell count; measured here: cell count, cytotoxicity flag
Numbers without * were called inactive; i = inactive; ? = inconclusive; / = not tested or not shown. Outcome played no part in choosing rows (roughly 1.8% active in at least one column).

SMILES	GPR55 beta-arrestin	GPR35 antagonists	LYP phosphatase	GPR55 LPI antagonism	SV40 large T antigen	T cell modulator	T cell modulator vesicle-bound %	NTR1 agonist	NTR1 agonist cell count 20 µM	Lipid droplet	Lipid droplet cells 6.5 µM	MgcRacGAP inhibition
O=C(CCNC(=O)C1CCN(S(=O)(=O)c2ccc(F)cc2)CC1)NCCc1cccc(F)c1	-0.1%	-7%	-11%	11%	13%	i	17	-0.7	81	8	709	13%
O=C(O)CSc1nnc(-c2ccc(Cl)cc2Cl)n1-c1ccc(Cl)cc1	0.0%	10%	-10%	-5%	10%	i	37	-0.6	72	-7	768	8%
O=C1OC(NC(=O)c2ccccc2)C(n2cc(CO)nn2)=C1Cl (centres undefined)	-0.2%	5%	-10%	-3%	?	i	8	0.3	77	12	696	30%
COc1cc(/C=C2\SC(=O)NC2=O)ccc1Oc1cnccn1	0.1%	5%	0%	2%	2%	i	63	1.0	83	1	696	4%
O=C(CCl)N(CCc1ccccc1)CCc1ccccc1	0.7%	-2%	-7%	16%	9%	i	39	5.1	47	-4	738	5%
O=C(NCCO)C1CCN(S(=O)(=O)c2ccc(F)cc2)CC1	0.0%	-3%	-4%	-5%	1%	i	36	-1.1	72	/	/	4%
CCCn1c(SCC(=O)NCCc2ccccc2)nnc1-c1ccccn1	-0.1%	-8%	-4%	-4%	-4%	i	52	2.8	51	-26	644	3%
CCC1(c2ccccc2)NC(=O)N(CC(=O)N(C)Cc2c(F)cccc2Cl)C1=O (centres undefined)	-0.1%	9%	-12%	2%	1%	i	19	-1.5	51	81*	717*	11%
O=C(CCCNC(=O)c1ccc(Cl)cc1)NCc1ccccc1Cl	-0.1%	10%	-6%	-8%	7%	i	45	-0.8	60	/	/	5%
CCn1cc(C(=O)NCC(=O)NCCCN2CCOCC2)c(=O)c2cc3c(cc21)OCO3	0.7%	1%	-12%	10%	9%	i	25	-0.4	62	-3	669	6%
COc1cccc(NC(=S)N2CCN(Cc3ccccc3)CC2)c1	-0.4%	2%	1%	7%	9%	i	58	-0.5	33	-44	610	1%
O=C(CCc1ccccc1)Nc1ccc(NC(=O)C2CCCCC2)nc1	0.2%	-6%	-2%	2%	-2%	i	61	0.9	101	12	748	9%
O=C(/C=C/c1ccccc1)Nn1cnnc1	-0.2%	0%	-8%	17%	14%	i	39	0.0	77	/	/	8%
N#C/C(=C(/O)COC(=O)c1ccccc1O)c1nc2ccccc2s1	-0.1%	-22%	-1%	0%	25%	i	60	3.0	35	/	/	-1%
CCCN1CCN(CCCNC(=O)c2ccc(CS(=O)c3ccccc3C)o2)CC1 (centres undefined)	0.7%	15%	-7%	6%	-1%	i	2	-0.9	64	6	653	9%
COc1ccc(-c2nc(CSCC(=O)NCC3CCCO3)c(C)o2)cc1OC (centres undefined)	0.0%	9%	-6%	2%	12%	i	14	-2.6	106	/	/	0%
CCOC(=O)C/C(C)=N/NC(=O)CNc1cccc(Cl)c1C	0.1%	-11%	-4%	1%	2%	i	34	0.6	56	13	667	-2%
Cc1ccc(C(=O)C2=C(O)C(=O)N(Cc3cccnc3)C2c2cccc(Oc3ccccc3)c2)o1 (centres undefined)	-0.1%	-13%	-7%	4%	18%	i	26	1.1	57	-6	676	/
CCn1cc(CN2CCC(n3nccc3NC(=O)CCOc3ccccc3)CC2)c(C)n1	1.0%	8%	-14%	9%	5%	i	13	0.5	54	11	724	5%
COc1ccccc1NC(=O)c1ccc2c(O)c(S(=O)(=O)c3ccccc3)c(=O)[nH]c2c1	0.6%	-13%	-8%	1%	4%	i	7	-0.1	52	4	767	5%
C/C(N)=C(/C#N)C(=O)COC(=O)c1cccc2ccccc12	0.3%	-8%	-6%	-3%	3%	i	65	1.2	82	2	603	-17%
O=S1(=O)CCN2C(c3cccc4ccccc34)=CSC2=N1	-0.4%	-3%	-4%	11%	21%	i	26	1.1	31	20	711	2%
O=C(Nc1ccc2nn(-c3ccccc3)nc2c1)c1cccs1	-0.1%	5%	-8%	-25%	16%	i	25	3.3	59	3	727	3%
CNC(=O)CC(C(=O)O)c1ccc(OC(C)C)cc1 (centres undefined)	-0.1%	0%	-3%	14%	-9%	i	53	1.9	57	-16	828	12%
Cc1cc(Oc2ccccc2)nc(NCc2ccccc2)n1	-0.1%	13%	-2%	13%	3%	i	42	2.5	51	/	/	4%
Following part
SMILES	GPR55 beta-arrestin	GPR35 antagonists	LYP phosphatase	GPR55 LPI antagonism	SV40 large T antigen	T cell modulator	T cell modulator vesicle-bound %	NTR1 agonist	NTR1 agonist cell count 20 µM	Lipid droplet	Lipid droplet cells 6.5 µM	MgcRacGAP inhibition
O=c1c2ccccc2[nH]c(=S)n1Cc1ccccc1Cl	0.0%	-1%	-6%	2%	1%	i	50	6.1	92	-2	848	1%
COC(=O)CS(=O)(=O)c1ccc2c(c1)CC(=O)N2	-0.4%	-9%	-10%	-9%	18%	i	26	0.6	62	-32	605	-3%
O=C(NCc1nnc(SCC(=O)N2CCc3ccccc32)o1)c1ccco1	-0.4%	-16%	-6%	5%	5%	i	60	3.0	79	-4	758	-1%
O=C(Nc1sc2c(c1C(=O)O)CCCCC2)c1cccnc1	0.2%	-2%	1%	-6%	10%	i	42	0.6	50	1	809	2%
COC(=O)[C@@H](N)CS	-0.1%	-7%	-2%	-2%	?	i	24	1.1	41	-5	722	19%
CC1CCc2c(sc(N)c2C(N)=O)C1 (centres undefined)	-0.2%	-12%	-1%	13%	22%	i	56	6.6	64	0	584	?
O=C(Nc1ccn(Cc2ccc(Cl)cc2)n1)c1ccc2c(c1)OCO2	-0.2%	4%	7%	7%	5%	i	37	0.2	59	-9	753	9%
CCCCn1c(N)c(N(CCOC)C(=O)CSCc2cccc(C)c2)c(=O)[nH]c1=O	/	/	/	/	18%	i	20	0.4	53	/	/	10%
Cc1cccc(NC(=O)CSc2nnc([C@@H](N)Cc3ccccc3)o2)c1C	0.2%	-8%	-10%	1%	1%	i	30	-0.6	52	/	/	4%
O=C(NN1S(=O)(=O)c2ccccc2S1(=O)=O)c1ccc(Br)cc1	-0.4%	-1%	2%	1%	7%	i	15	1.5	41	11	700	5%
N#CC(C(=O)CCN1C(=O)C2CC=CCC2C1=O)c1nc2ccccc2[nH]1 (centres undefined)	-0.3%	-15%	3%	18%	-2%	i	26	-0.8	79	6	746	6%
CCOc1ccc2nc(SC3CC(=O)N(c4ccc(OC)cc4)C3=O)sc2c1 (centres undefined)	0.1%	14%	2%	10%	6%	i	5	0.8	77	/	/	2%
COC(=O)c1ccc(S(=O)(=O)N2CCC(c3nc4ccccc4o3)CC2)cc1	1.0%	-2%	-13%	-4%	1%	i	19	-1.4	32	4	712	5%
CC(=O)N(CCC1(c2ccc(C)cc2)CCOC(C(C)C)C1)Cc1ccco1 (centres undefined)	-0.1%	-10%	-1%	-5%	10%	i	41	5.3	49	-28	658	14%
C[C@@H]1O[C@@H](OC[C@H]2O[C@@H](Oc3c(-c4ccc(O)cc4)oc4cc(O)cc(O)c4c3=O)[C@H](O)[C@@H](O)[C@@H]2O)[C@H](O)[C@H](O)[C@H]1O	/	/	/	/	10%	i	38	0.4	94	/	/	11%
C/C(=N\Nc1ccc2nncn2n1)c1ccc(Br)s1	-0.2%	0%	-4%	3%	8%	i	27	1.3	56	-2	728	5%
O=C(Nc1nc(-c2ccccc2)cs1)c1ccccc1NS(=O)(=O)c1ccc(F)cc1	-0.3%	2%	15%	13%	5%	i	46	1.3	32	-40	597	0%
CC(=O)c1cccc(NC(=O)CC2CCCC2)c1	-0.1%	-8%	-13%	5%	7%	i	34	-0.1	52	-3	398	5%
N/C(=N\OC(=O)c1ccc(Cl)cc1Cl)c1cccnc1	-0.1%	-9%	1%	6%	/	i	14	0.7	82	-1	709	4%
Cc1nnc(SCc2c(Cl)cccc2Cl)n(N)c1=O	-0.4%	-7%	-4%	10%	5%	i	9	0.2	51	1	645	2%
CCCCOC(=O)c1sc2nc(C)cc(C)c2c1N	0.0%	-1%	-4%	12%	6%	i	43	2.6	60	/	/	/
CCCN1CCN(C(=O)C2CCN(S(=O)(=O)c3ccc4c(c3)NC(=O)C(C)S4)CC2)CC1 (centres undefined)	0.4%	5%	-8%	10%	-28%	i	9	0.1	43	3	705	8%
CCOc1cc(C2C(C#N)=C(N)OC(C)=C2C(C)=O)c(Br)c(Br)c1OC(C)C (centres undefined)	2.3%	-7%	3%	-8%	4%	i	54	19	69	-4	727	6%
O=S1(=O)N=C2CCCCCN2C(c2ccncc2)N1 (centres undefined)	-0.2%	0%	-11%	4%	-6%	i	34	-1.2	52	/	/	9%
CCOC(=O)c1ccc(N2CCOCC2)c(NC(=O)c2ccc3c(c2)OCO3)c1	-0.1%	-1%	-1%	14%	25%	i	19	1.2	57	8	874	6%
The list continues:
SMILES	GPR55 beta-arrestin	GPR35 antagonists	LYP phosphatase	GPR55 LPI antagonism	SV40 large T antigen	T cell modulator	T cell modulator vesicle-bound %	NTR1 agonist	NTR1 agonist cell count 20 µM	Lipid droplet	Lipid droplet cells 6.5 µM	MgcRacGAP inhibition
O=C1N/C(=C\c2ccc(O)cc2)C(=O)c2ccccc21	0.0%	4%	-11%	9%	?	i	20	20	87	/	/	?
COc1ccccc1NC(=O)c1cc(S(=O)(=O)N2CCC3(CC2)OCCO3)ccc1F	0.0%	0%	-3%	27%	4%	i	19	0.0	68	/	/	7%
COc1ccc(NC(=O)CSc2nncn2C)c([N+](=O)[O-])c1	0.2%	7%	-2%	22%	1%	i	20	-0.1	68	/	/	8%
O=C(O)c1ccccc1Sc1ccccc1S(=O)(=O)NC1CCCCC1	1.5%	7%	-2%	-3%	5%	/	/	-1.6	44	-11	700	/
CCOc1ccc(S(=O)(=O)Nc2ncn[nH]2)cc1	?	9%	-6%	-8%	3%	i	51	0.0	47	-2	791	4%
COc1cc2nc(CN(C)CC(=O)Nc3ccc(N4CCOCC4)cc3)[nH]c(=O)c2cc1OC	-0.2%	9%	-5%	5%	/	/	/	/	/	/	/	8%

Bioassay records (PubChem)
